# ERK EGF inh = EGF-driven ERK pathway inhibition. HEK293-V1b, EGF-stimulated phospho-ERK AlphaScreen. Potency, µM (titrated, usually from 11.5 µM), without a hit: at the highest dose activity change, negative = inhibition, actives largely listed as inhibitors. hit rate 0.41% among 130,000; active means well fitted inhibition curve with a large enough effect; inconclusive means small, poorly fitted or top-dose-only effect, or effect the other way;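 further: plate controls were stimulated vehicle wells for no effect and unstimulated vehicle basal for full effect; nearly all actives have a fitted effect of over 55% in size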
#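 After overnight plating in 1% FBS, HEK293-V1b cells received test compound for half an hour, then a 5 min pulse of EGF (25 nM); ERK phosphorylation in lysates was read by bead-based AlphaScreen.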
# * hit, by the source's call; u = inconclusive; & = joins results of further samples; [ ] = another dose, or the depositor's remark. Potency means the concentration at half of the fitted maximal effect. These rows are one share of the data; count on the stated rates, not on these rows.
SMILES,ERK EGF inh
COc1ccc(C2c3c(ccc4ccccc34)Oc3ncn4nc(Cc5ccccc5)nc4c32)cc1OC (stereo not drawn),-8%
C[n+]1ccn(CC(=O)c2ccc(Br)cc2)c1,-10%
CC(C)CCNC(=O)CCCC1=NS(=O)(=O)c2ccccc2N1,4%
CCO[C@H]1OC(C(=O)NC2CC2)=C[C@@H](c2coc3ccccc3c2=O)[C@@H]1CCCO,-16%[57.5 µM]
COC(=O)N/N=C(\C)c1cccc(C(F)(F)F)c1,-6%
CC(C)c1onc(C(=O)N2CCN(c3ccccc3)CC2)c1[N+](=O)[O-],-1%[57.5 µM]
N/C(=N\c1nc(CSc2ccccn2)cc(=O)[nH]1)Nc1ccc(Cl)cc1Cl,-13%[57.5 µM]
Cc1cc([N+](=O)[O-])nn1CCCC(=O)N1CCN(c2ccccc2)CC1,-8%
CC(C)OC(=O)C(C)(C)Oc1ccc(C(=O)c2ccc(Cl)cc2)cc1,u
Cc1cc2n(n1)SC(Nc1cc(Cl)ccc1Cl)N2 (stereo not drawn),7%
Oc1c(C(Nc2nccs2)c2ccc(C(F)(F)F)cc2)ccc2cccnc12 (stereo not drawn),-8%[57.5 µM]
Cc1cc(C)c2c(N)c(C(=O)c3cccc(Cl)c3)sc2n1,-6%
N#CC(C#N)=NNc1ccc(S(=O)(=O)N2CCCC2)cc1,5%
Cc1cc(N2CCCC2)nc(SCC(=O)c2ccccc2)n1,-11%
NC(=O)C(=O)N/N=C/c1c[nH]c2ccc(Br)cc12,15%
Cc1nc2c(=O)n(-c3cccc(C(F)(F)F)c3)nc(C)c2s1,5%[57.5 µM]
CC(C)C(NC(=O)c1ccc(F)cc1)C(=O)NCC1CCCO1 (stereo not drawn),3%[57.5 µM]
c1coc(CNc2ncnc3nc[nH]c23)c1,4%
CCOC(=O)CSc1nc(N(C)C)nc(N(C)C#N)n1,-6%
CCOc1c(Nc2ccccc2O)c(=O)c1=O,13%[57.5 µM]
CN1CCN(NC(=O)c2cc(S(=O)(=O)N3CCOCC3)c(Cl)cc2Cl)CC1,1%
Cc1nn(CC2CC2)c(=O)n1-c1ccccc1,34%
COc1ccccc1/C=N/NC(=O)CNC(=O)c1ccccc1,0%[57.5 µM]
O=C(CN1CCCc2ccccc21)N/N=C/c1ccc(O)cc1O,4%
C=CCN(CC=C)C(=O)Nc1cc(OC)ccc1OC,-8%[57.5 µM]
CC(C)N(C(=O)CSc1nnc(NC(=O)c2cccs2)s1)C(C)C,8%
CCOC(=O)c1sc(NC(=S)NC(=O)c2ccccc2)nc1C,3%
Cc1nnc(NC(=O)CCSc2ccc(Cl)cc2)s1,-11%
COCCNS(=O)(=O)c1ccc2c(c1)C(=NO)c1cc(S(=O)(=O)NCCOC)ccc1-2,3%[57.5 µM]
Cc1cc(/C=N/NC(=O)c2ccncc2)c(C)n1-c1cccc(C(F)(F)F)c1,-8%[57.5 µM]
CCCn1ncc(/C=N/O)c1C,-1%[57.5 µM]
COC(=O)c1ccc(-c2ncc[nH]2)cc1,-9%
CCOc1ccc(-c2ccc(SCC(=O)N3CCOCC3)nn2)cc1,5%
Cc1cc[n+](CC(=O)c2cc3ccccc3oc2=O)cc1,4%
O=C(Cc1c[nH]c2ccccc12)NCc1ccccc1F,-5%
Cc1ccccc1NC(=O)c1c([N+](=O)[O-])c(C(C)(C)C)nn1C,-4%
Cc1cnccc1CN(C)C(=O)CC1C(=O)NCCN1CC1CCCCC1 (stereo not drawn),-2%
Cc1cc(=O)[nH]c(SCC(=O)/C=C2\N(C)c3ccccc3C2(C)C)n1,-3%
CN(C)C(=O)C12CCC(C)(C(=O)C1Br)C2(C)C (stereo not drawn),4%[57.5 µM]
CCOc1ccc(NC(=O)NC23CC4CC(CC(C4)C2)C3)cc1,15%
CCNC(=O)c1ccccc1NC(=O)c1cccc(S(=O)(=O)N2CCOCC2)c1,6%
O=C(c1ccc(Cl)cc1)C1CCCN(Cc2cccn2-c2ccccn2)C1 (stereo not drawn),-6%
Oc1cccc(NC(=S)N=Nc2c(O)[nH]c3ccc(Br)cc23)c1,5%[57.5 µM]
COCCNc1cc(-c2ccccc2C(F)(F)F)ncn1,25%
CC(OC(=O)c1nsc(Cl)c1Cl)C(=O)NC(C)(C)C (stereo not drawn),-9%
Oc1ccc(-c2nnc(Nc3ccccc3)c3ccccc23)cc1,-5%[57.5 µM]
N#Cc1c(-c2cccnc2)c2c([nH]c1=O)-c1ccccc1OC2,4%[57.5 µM]
CCCn1c(=O)c2[nH]c(C3CCCC3)nc2n(CCC)c1=O,-14%[57.5 µM]
COCC(=O)N1CCC2(CC1)CN(c1ccncc1)C2,5%
Cc1nc(NCCc2ccccc2)c(C#N)c(C)c1[N+](=O)[O-],23%
C/C(=N\NC(=O)Nc1ccccc1)c1ccc2ccccc2c1,1%
COc1cc(/C=C/C(=O)OCC(=O)NC(=O)NC(C)C)ccc1OCC#N,1%
CC1=C(C(=O)OCc2ccccc2)C(c2ccsc2)C(C#N)=C(N)O1 (stereo not drawn),0%
O=C(O)/C=C/c1ccc(OCc2cccc(F)c2)cc1,-2%
COCc1nnc(NC(=O)c2ccccc2Oc2ccccc2)s1,-2%
Cc1nc(C(=O)NC2CC2)sc1C1(C)CC(c2cccc([N+](=O)[O-])c2)=NO1 (stereo not drawn),-5%[57.5 µM]
COc1ccc(CNC(=O)CN(CCC(C)C)S(=O)(=O)c2ccc3c(c2)OCCO3)cc1,4%
Cc1ccc2c(c1)nnn2C1CCN(CC(=O)NCc2ccccc2F)CC1,6%
CC(NC(=O)COC(=O)CCc1ccccc1)c1ccccc1 (stereo not drawn),-1%
O=Nc1c(-c2ccccc2)cc2ccccn12,7%
# Further compounds.
SMILES,ERK EGF inh
O=C(NCc1ccco1)C(=O)NCC1OCCCN1S(=O)(=O)c1ccc(F)cc1 (stereo not drawn),-4%
CCO[C@H]1OC(C(=O)N2CCOCC2)=C[C@@H](C)[C@@H]1CCCO,-7%[57.5 µM]
COc1ccc(C2CC(c3ccccc3)=NN2C(=O)COC(=O)CNC(=O)c2ccccc2)cc1 (stereo not drawn),5%
NC(=O)N[C@H]1NC(=O)NC1=O,4%[25.7 µM]
COc1ccc(S(=O)(=O)N2CCOCC2)cc1Br,1%
CN(C)CCCN1c2ccccc2CCc2ccc(Cl)cc21,19%
Cc1ccc2nc3nc(NCC4CCCO4)c(C(=O)NC4CCCC4)cc3c(=O)n2c1 (stereo not drawn),0%
CCOC(=O)c1c(NC(=O)COC(=O)c2nc(Cl)ccc2Cl)sc2c1CCC2,27%
C=CCNC(=S)NNC(=O)CSc1nc2ccccc2s1,5%
CCC(C)c1ccccc1NC(=O)CN1CCN(C/C=C/c2ccccc2)CC1 (stereo not drawn),0%
C=CCn1c(C)c(C(C)=O)c(N2CCN(C(c3ccccc3)c3ccccc3)CC2)nc1=S,-5%
CCOC(=O)[C@@H]1CCN(Cc2ccccc2)C[C@H]1c1ccccc1,-2%[57.5 µM]
CN1CCC(=NNC(=O)CSc2ccc(Cl)cc2)CC1,2%
C(#CC12CC3CC(CC(C3)C1)C2)CN1CCOCC1,5%
O=S(=O)(c1c(F)cccc1F)N1CCN(C(=S)NCc2ccc3c(c2)OCO3)CC1,7%

# Some of these compounds in order of length of the SMILES, lowest first.
SMILES,ERK EGF inh
NC(=O)N[C@H]1NC(=O)NC1=O,4%[25.7 µM]
C=CCNC(=S)NNC(=O)CSc1nc2ccccc2s1,5%
CN(C)CCCN1c2ccccc2CCc2ccc(Cl)cc21,19%
CCOC(=O)[C@@H]1CCN(Cc2ccccc2)C[C@H]1c1ccccc1,-2%[57.5 µM]
CCC(C)c1ccccc1NC(=O)CN1CCN(C/C=C/c2ccccc2)CC1 (stereo not drawn),0%
Cc1ccc2nc3nc(NCC4CCCO4)c(C(=O)NC4CCCC4)cc3c(=O)n2c1 (stereo not drawn),0%
C=CCn1c(C)c(C(C)=O)c(N2CCN(C(c3ccccc3)c3ccccc3)CC2)nc1=S,-5%

# The listing continues:
SMILES,ERK EGF inh
O=C(C1CCN(S(=O)(=O)c2cccs2)CC1)N1CCN(Cc2ccccc2)CC1,2%
O=[N+]([O-])c1ccc2c(c1)C=C1CCCCC1(N1CCCCC1)O2 (stereo not drawn),-16%
COc1ccc(-c2cc(C(=O)Nc3ccccc3O)c3ccccc3n2)cc1OC,19%
C#CCNc1c2c(nc3nnnn13)CCCC2,4%
Cc1nc(SCC(=O)O)c(C#N)c2c1CCCC2,-12%[57.5 µM]
O=C(COc1cccnc1[N+](=O)[O-])N1N=C(c2ccc(Cl)cc2)CC1c1ccco1 (stereo not drawn),-2%[57.5 µM]
CCCOc1ccc(/C=N/NC(=O)CSCc2ccc([N+](=O)[O-])cc2)cc1OCC,-3%
C/C(Cc1ccccc1)=N\NC(=O)CNC(=O)COc1cccc(C)c1,-10%[57.5 µM]
CCCNC(=O)C(Sc1ccccc1)c1ccccc1 (stereo not drawn),9%
COc1ccc(NS(=O)(=O)c2ccc3nc(COc4cccc5ccccc45)[nH]c3c2)cc1,-2%
CCOc1nc(NC(=O)NS(=O)(=O)c2cccc(Cl)c2)nc(-c2ccccc2)n1,3%
CN(C)S(=O)(=O)c1ccc(NC(=O)Cn2ccsc2=N)cc1,-6%
Cc1cc(NC2CCCCC2)nc(NCc2ccccc2)n1,1%
O=C1OC(=O)C2C3CCC(O3)C12 (stereo not drawn),10%&-9%&16%
O=c1cc(CO)occ1O,-8%

# Grouped by structure, the compounds so far containing a COOH group (two)
SMILES,ERK EGF inh
O=C(O)/C=C/c1ccc(OCc2cccc(F)c2)cc1,-2%
Cc1nc(SCC(=O)O)c(C#N)c2c1CCCC2,-12%[57.5 µM]

# Later entries:
SMILES,ERK EGF inh
O=C(CCc1nnc(-c2ccsc2)o1)NCc1ccccc1OC(F)(F)F,-4%
COc1ccccc1N1CCN(C(=O)CN2C(=O)c3ccccc3C2=O)CC1,-12%
O=C(O)C1CCCN1c1ncccc1[N+](=O)[O-] (stereo not drawn),2%
COc1ccc(CN2CCN(C(C)C)C(CCO)C2)cc1Cn1cccn1 (stereo not drawn),-42%
N#CC(C#N)=Cc1ccc(OCC(=O)N2CCOCC2)cc1,1%
CCS(=O)(=O)c1ccc(O)c(NC(=O)COc2ccc(OC)cc2)c1,0%
COc1cc(CCC(=O)Nc2cccc(S(=O)(=O)N(C)C)c2)cc(OC)c1OC,-5%
C/C(=N/NC(=O)OC(C)(C)C)c1ccco1,4%
COc1ccc(NC(=O)N2CCN(S(C)(=O)=O)CC2)c(OC)c1,2%
CC1CC1C(=O)OCC(=O)c1c(N)n(C)c(=O)n(C)c1=O (stereo not drawn),1%
Cc1nc(C)c(C(=O)NNC(=O)Nc2ccc(Cl)cc2)s1,0%[57.5 µM]
N[C@H](C(=O)O)c1ccc(O)c(C(=O)O)c1,-15%
Cn1c(=O)c2c(nc(Oc3ccccc3)n2C)n(C)c1=O,1%[57.5 µM]
COc1ccc(CNC(=O)C(=O)NCCCn2ccnc2)cc1,-2%
O=c1c(O)c(-c2ccc(O)c(O)c2)oc2ccccc12,-10%
O=C(CCN1C(=O)c2cccc3cccc(c23)C1=O)Nc1ccon1,-2%
CCc1ccc(/C=C2/C(=O)N(C)C(=S)N2CC(=O)OC)s1,6%
COCCn1c(=O)c(-c2cn(C)c3ccccc23)nc2cncnc21,-3%
COc1cccc(N/C(SCc2ccccc2F)=C(/C#N)C(=O)NCc2cccs2)c1,-1%
CC1CCCN(C(=O)c2ccc3c(c2)C(=O)N(CCC2=CCCCC2)C3=O)C1 (stereo not drawn),-9%
Cc1ccc(CN(C)C(=O)c2ccc3c(c2)NC(=O)CS3)o1,7%[57.5 µM]
COc1ccc(/C=N/NC(=O)CCn2cnc(-c3ccccc3)c2-c2ccccc2)cc1,-3%
Cc1ccc(OCC(=O)N/N=C\c2ccncc2)c(C)c1,-2%
O=C(COC(=O)/C=C/c1ccccc1)NCCC1=CCCCC1,-10%
CC(C)C[C@@H](CC(=O)N[C@H](CC(=O)N[C@@H]1CCCC[C@H]1C(=O)N[C@H](CC(=O)N[C@@H](CCC(=O)O)CC(=O)O)CC(C)C)C(C)C)NC(=O)[C@@H]1CCCC[C@H]1N,1%
C=CCn1c(SCC(=O)NCC2CCCO2)nnc1-c1ccccc1 (stereo not drawn),-3%
Nc1ncn(-c2ncc(C(F)(F)F)cc2Cl)n1,7%
Cc1cc(C)n2nc(C(=O)N3CCCC(CNS(=O)(=O)c4cccs4)C3)cc2n1 (stereo not drawn),-2%
CC1=C(C(=O)Nc2ccc(F)cc2)C(c2ccncc2)C2=C(CCCC2=O)N1 (stereo not drawn),3%
COc1ccc(CNC(=O)CN2CCN(C(c3ccccc3)c3ccccc3)CC2)cc1,-3%
O=C1c2cccc3cccc(c23)C(=O)N1CCc1ccccc1,4%
O=C(COC(=O)CNC(=O)c1ccc(-c2ccccc2)cc1)NCc1ccco1,2%
CCN(CCCCCCN)c1ccc2c(=O)[nH][nH]c(=O)c2c1,3%
COc1cc([C@@H]2c3cc4c(cc3[C@@H](O)[C@@H](CO)[C@@H]2CO)OCO4)cc(OC)c1O[Si](C)(C)C(C)(C)C,0%[57.5 µM]
CCOC(=O)N1CCN(C(=O)CSc2nc3c(cnn3-c3ccc(C)cc3)c(=O)[nH]2)CC1,-3%[57.5 µM]
COCCNC(=O)c1ccc2c3n(nc2c1)-c1ccc(C)cc1CO3,-5%[57.5 µM]
COc1cccc(CN2CCN(Cc3nc(C(C)C)cs3)CC2CCO)c1 (stereo not drawn),6%

# Quoted at random: 6 records from the list, in no set order.
SMILES,ERK EGF inh
O=C(COC(=O)CNC(=O)c1ccc(-c2ccccc2)cc1)NCc1ccco1,2%
CCN(CCCCCCN)c1ccc2c(=O)[nH][nH]c(=O)c2c1,3%
O=C1c2cccc3cccc(c23)C(=O)N1CCc1ccccc1,4%
COc1cc([C@@H]2c3cc4c(cc3[C@@H](O)[C@@H](CO)[C@@H]2CO)OCO4)cc(OC)c1O[Si](C)(C)C(C)(C)C,0%[57.5 µM]
COc1cccc(CN2CCN(Cc3nc(C(C)C)cs3)CC2CCO)c1 (stereo not drawn),6%
CCOC(=O)N1CCN(C(=O)CSc2nc3c(cnn3-c3ccc(C)cc3)c(=O)[nH]2)CC1,-3%[57.5 µM]

# Compound activity: PubChem BioAssay, National Center for Advancing Translational Sciences (NCATS)
